Compound activity deposited in PubChem by Broad Institute.
ERAP1 inh = inhibitors of human ERAP1 aminopeptidase; 0.15% of 340,000 active; Q9NZ08; inhibition, % at 10.7 µM; recombinant ERAP1, Leu-AMC fluorescence, 60 min;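 active = mean replicate inhibition of at least 30%, or all replicates individually reaching that 30% level; inactive = mean below 30% and not every replicate reaching it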;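 also: 0% = neutral control wells and 100% = L-leucinethiol positive control wells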
XiGFP reactiv = X-chromosome reactivation activator; XiGFP mouse fibroblasts, % GFP-positive cells imaging, 3 d; cells co-treated with 5-aza-dC sensitizer; scaled so ellipticine positive control = 100%; activation, % at 7.58 µM; 0.055% of 360,000 active; AID 743238;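 active = mean normalized replicate activation at least 10% and every replicate at or above 10%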;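 also: 0% = median of on-plate neutral control wells and 100% = ellipticine 6 µM median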
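System: SV40-immortalized XiGFP fibroblast cells, line 68-5-11 / Incubation: 3-day compound exposure, then 15 min fixation at room temperature / Compound: single concentration per compound, delivered by pin transfer / Buffer or medium: DMEM plus 5-aza-dC sensitizer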
ARNT TACC3 PPI = disrupts binding between human ARNT and TACC3 | Q9Y6A5 | 0.66% of 390,000 active | inhibition, % at 9.99 µM | AlphaScreen His-ARNT PAS-B/GST-TACC3 binding, luminescence; TACC3 fragment carries E629A point mutation;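 active = mean inhibition of replicates at least 50% and at least half of replicates each reaching 50%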;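 also: 0% = complete ARNT plus TACC3 wells and 100% = ARNT alone without TACC3; many hits fall short of the cut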
RAD52 anneal inh = RAD52 (human) annealing inhibition | P43351 | recombinant RAD52 DNA annealing, FRET fluorescence | inhibition, % at 18.7 µM | 0.46% of 360,000 active | AID 651710;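 active = every replicate showing at least 50% inhibition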
CFTR F508del cor = CFTR F508del correction in bronchial cells; activity (quench increase), % at 7.58 µM; 0.36% of 350,000 active; CFBE cells, YFP halide quenching; stimulated with forskolin plus potentiator P3; % fluorescence drop versus neutral controls;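 active = mean added fluorescence quench of at least 8% versus neutral control, with both replicates also reaching 8%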;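 also: cells transiently co-express mutant CFTR-F508del with the halide-sensitive YFP; corrector assay measuring rescue of mutant channel to the surface after 24 h compound exposure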
esBAF inh = inhibitors of esBAF chromatin remodeling in mouse ES cells; Bmi1-luciferase knock-in reporter, 24 h; 100% = twice the neutral-well signal; 2% of 350,000 active; AID 602393; reporter increase, % at 12.5 µM; in the data active = activation above about 40%;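 also: 0% = median of the plate's neutral control wells and 100% = double that signal; a rise in the Bmi1 reporter signal indicates esBAF inhibition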
RAD54 inh = RAD54 (human) branch migration inhibition. Q92698. RAD54 Holliday junction branch migration, FAM/BHQ fluorescence. inhibition, % at 10.4 µM. 0.14% of 360,000 active. AID 602329;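 active = mean normalized replicate activity at least 40 and at least half of replicates scoring 40 or more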;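 also: 0% = median of neutral control wells and 100% = median of positive control wells; inhibitors cause a drop in the FAM fluorescence signal; in these data hits start at about 50%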
Target sequence (Q92698 whole entry, looked up): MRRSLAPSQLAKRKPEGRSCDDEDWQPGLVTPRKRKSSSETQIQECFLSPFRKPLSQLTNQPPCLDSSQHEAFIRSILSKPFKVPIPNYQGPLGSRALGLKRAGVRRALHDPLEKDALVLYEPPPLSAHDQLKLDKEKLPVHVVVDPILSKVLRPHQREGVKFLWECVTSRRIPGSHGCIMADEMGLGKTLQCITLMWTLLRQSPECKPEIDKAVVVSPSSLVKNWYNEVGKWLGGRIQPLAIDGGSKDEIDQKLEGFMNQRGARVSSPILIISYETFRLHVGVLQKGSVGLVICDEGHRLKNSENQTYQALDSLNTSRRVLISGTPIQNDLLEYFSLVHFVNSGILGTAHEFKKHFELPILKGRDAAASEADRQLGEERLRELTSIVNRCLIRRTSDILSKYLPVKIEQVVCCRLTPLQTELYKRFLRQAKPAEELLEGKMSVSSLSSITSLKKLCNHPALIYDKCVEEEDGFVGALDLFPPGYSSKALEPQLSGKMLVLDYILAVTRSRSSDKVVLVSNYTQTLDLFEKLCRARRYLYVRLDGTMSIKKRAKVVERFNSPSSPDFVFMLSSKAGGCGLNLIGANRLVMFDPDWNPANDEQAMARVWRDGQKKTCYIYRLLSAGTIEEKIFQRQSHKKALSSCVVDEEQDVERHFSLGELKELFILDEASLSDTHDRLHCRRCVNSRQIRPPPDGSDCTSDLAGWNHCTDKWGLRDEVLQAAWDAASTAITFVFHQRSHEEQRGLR
GSIS activator = GLuc luminescence reporter in INS-1E cells, primary screen for activators of glucose-dependent secretion of insulin. activation, % at 16.6 µM. AID 743287. INS-1E GLuc reporter insulin secretion, 2-3 h. 0.61% of 370,000 active;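 active = lowest replicate activation of at least 40%, so every replicate reaches that level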;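 also: 0% = median of neutral control wells and 100% = median of IBMX positive control wells; some compounds called inactive have numbers as strong as hits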
Active calls of the source: *; nt = no result given.

SMILES	ERAP1 inh	XiGFP reactiv	ARNT TACC3 PPI	RAD52 anneal inh	CFTR F508del cor	esBAF inh	RAD54 inh	GSIS activator
CC(C)(C)OC(=O)CNC(=O)c1[nH]cnc1C(=O)NCC(=O)OCc1ccccc1	1	0.0	9	-3	-0.1	5	-7	-4
COc1ccccc1NS(=O)(=O)c1ccc(C)c(NC(=O)c2c(C)noc2C)c1	-1	0.5	1	-18	0.4	2	-6	-7
Cc1ccc(S(=O)(=O)N(C)C[C@@H]2Oc3c(NS(=O)(=O)c4ccccc4)cccc3C(=O)N([C@H](C)CO)C[C@H]2C)cc1	0	0.3	-5	-1	0.3	-5	-4	11
Cc1cccc(OCC(O)CN2CCN(c3ccccn3)CC2)c1C (configuration not stated)	2	0.0	-2	-6	-0.3	2	-11	nt
CCOc1ccc(C=Nc2cccc3ncccc23)cc1	1	0.2	nt	-14	-0.9	nt	nt	-2
C/C=C/c1cnc2c(c1)C(=O)N([C@@H](C)CO)C[C@H](C)[C@H](CN(C)C(=O)Nc1cccc(OC)c1)O2	1	0.2	-14	4	1.9	-2	-3	-2
COc1ccc(OC)c(C2C3=C(CC(C)(C)CC3=O)Nc3nnnn32)c1 (configuration not stated)	0	0.0	-11	-8	-0.1	nt	nt	20
COc1cccc(S(=O)(=O)N2CCCCN3[C@H](CO)[C@H](c4ccc(-c5ccncc5)cc4)[C@@H]3C2)c1	nt	0.2	-1	-35	-19	nt	-4	-48
O=C1[C@H]2[C@H](C=CC[C@H]2C(=O)N2CCN(c3ccccc3)CC2)CCN1Cc1ccccc1	4	0.0	-4	-9	2.5	5	-9	nt
Cc1nc(C)c(-c2ccc(SCc3ccc(Cl)cc3)nn2)s1	-1	0.1	-3	-31	-4.1	2	-10	-43

Some entries already given, limited to ARNT TACC3 PPI and esBAF inh:
SMILES,ARNT TACC3 PPI,esBAF inh
Cc1ccc(S(=O)(=O)N(C)C[C@@H]2Oc3c(NS(=O)(=O)c4ccccc4)cccc3C(=O)N([C@H](C)CO)C[C@H]2C)cc1,-5,-5
COc1ccc(OC)c(C2C3=C(CC(C)(C)CC3=O)Nc3nnnn32)c1 (configuration not stated),-11,nt

The listing continues.
SMILES	ERAP1 inh	XiGFP reactiv	ARNT TACC3 PPI	RAD52 anneal inh	CFTR F508del cor	esBAF inh	RAD54 inh	GSIS activator
COc1cccc(CN(C)C(=O)CSCC(=O)Nc2cc(C)on2)c1OC	-7	-0.1	0	7	-1.0	nt	nt	16
Cc1cc(O)c(C(=O)Cc2csc(C)n2)c(O)c1	-3	0.6	-1	-10	-0.7	39	-6	2
CC(=O)N1N=C(c2ccc(NS(=O)(=O)c3ccccc3)cc2)CC1c1ccco1 (configuration not stated)	-2	0.7	5	-14	3.0	-1	8	-9
Cc1cc(C)nc(Nc2n[nH]c(C)n2)n1	1	0.3	-2	-8	0.5	nt	nt	-10
COCCn1cc(C(=O)NCCCN2CCC(C)CC2)c2c3ccccc3n(C)c2c1=O	nt	nt	2	nt	nt	0	-3	12
COc1ccccc1CNC(=O)C[C@H]1C[C@H]2c3cc(NC(=O)c4ccc5c(c4)OCO5)ccc3O[C@H]2[C@@H](CO)O1	2	0.0	3	-4	2.9	13	-7	11
CC(=O)c1cccc(NC(=O)c2ccc(CN3CCc4ccccc4C3)cc2)c1	-2	0.0	23	-30	-0.6	6	-5	2
CC1CCCCN1CCCNc1ccc(C(CC(N)=O)NC(=O)Cc2cccc3ccccc23)cc1[N+](=O)[O-] (configuration not stated)	-6	-0.2	12	8	-1.0	-2	2	0
COc1ccc(CNc2oc(-c3cccc4ccccc34)nc2P(=O)(OC)OC)cc1	-5	0.7	-35	-21	0.8	4	-12	2
CCCS(=O)(=O)NC(=O)C1(C)CCCN(C(=O)c2cccc(C(F)(F)F)c2)C1 (configuration not stated)	2	-0.1	nt	1	4.4	-8	14	12
C=CC[C@@H](CC(=O)OC(C)(C)C)C(=O)OC[C@@H]1CCCN1C(=O)[C@@H](CC=C)CC(=O)N(CCO)Cc1ccccc1	5	0.1	19	12	1.6	nt	5	-37
Cc1cc2cc3c(cc2nc1SCC(=O)N1CCCC1)OCCO3	2	0.0	1	-5	0.0	nt	14	0
COc1ccc(CCC(=O)NNC(=O)c2ccc(F)cc2)cc1	-4	0.1	-8	-1	0.9	-6	0	18
COc1ccc(N2C(=O)CSC(c3ccccc3)C2=O)cc1 (configuration not stated)	4	0.0	4	1	0.2	nt	nt	11
Cc1ccc(Cc2c(C)nc3nc(SCC(=O)NCCCN4CCCCC4)nn3c2C)cc1	-1	0.8	4	0	0.7	-5	4	-13
CCCc1nnc(SCC(=O)NC2CCCC2)n1CCOC	-7	0.2	nt	6	3.2	3	-6	10
COC(=O)c1ccc(C(=O)NC(=S)Nc2ccc3nc(SC)sc3c2)cc1	-10	0.7	1	-16	nt	nt	nt	4
N#CCN1C(=O)C(=O)N(Cc2cccc(Cl)c2)C1=O	1	-0.1	-5	-5	3.1	-8	5	8
COc1ccc(N(CC(=O)NCCc2ccc(Cl)cc2)S(=O)(=O)c2c(C)[nH]c(=O)[nH]c2=O)cc1	-1	0.0	-5	-11	1.0	-7	-6	12
COc1ccc(CN(C)C[C@H]2Oc3c(NS(=O)(=O)c4ccc(C)cc4)cccc3C(=O)N([C@H](C)CO)C[C@@H]2C)cc1	1	-0.2	2	-9	1.5	2	-11	1
Cc1noc(C)c1NC(=O)Nc1ccc2c(c1)C(=O)N([C@@H](C)CO)C[C@@H](C)[C@@H](CN(C)Cc1ccc(C(=O)O)cc1)O2	-1	-1.4	0	2	-1.2	3	-10	1
COc1ccc(CCN(C)CC(O)COC(c2ccc(F)cc2)c2ccc(F)cc2)cc1OC (configuration not stated)	-5	0.0	5	20	3.0	2	12	-48
COc1ccc(S(=O)(=O)NCC(c2cccnc2)N2CCN(C)CC2)cc1C (configuration not stated)	4	-0.2	-1	-5	-3.0	-5	-9	nt
C[C@@H]1CN([C@H](C)CO)C(=O)Cc2cc(NS(=O)(=O)c3ccc(Cl)cc3)ccc2O[C@H]1CN(C)C	0	0.4	-15	-1	-0.1	-1	-6	17
COCCN(Cc1ccc(C)cc1)C(=O)[C@H]1O[C@@H](n2cnc(C(N)=O)n2)[C@H](O)[C@@H]1O	1	0.2	nt	0	-2.1	nt	nt	4
CC(=O)Nc1ccc2c(c1)OCCOCCOc1cc(NC(C)=O)ccc1OCCO2	-2	1.6	3	2	1.6	-4	nt	10
O=C1NC(Cc2ccc(O)cc2)c2nc3cc(Cl)ccc3c(=O)n2-c2cc(Cl)ccc21 (configuration not stated)	3	0.0	-17	-13	4.3	-2	2	2
COc1ccc(-c2cnnn2-c2ccc(N)cc2)cc1OC	nt	nt	-4	nt	nt	-10	18	53*
CC1=C(C(=O)OC(C)C)C(c2ccccc2)NC(=O)N1C (configuration not stated)	0	-0.1	-3	-8	0.6	2	-16	5
CN(C)C(=O)c1ccc(-c2ccccc2[C@@H]2[C@@H](CO)N(C(=O)C3CCC3)[C@H]2C#N)cc1	0	0.1	nt	-13	3.1	nt	nt	2
O=[N+]([O-])c1cccc(-c2cn3ccccc3n2)c1	4	0.0	-1	-2	-1.9	32	11	5
O=C(NCc1ccco1)Nc1ccccc1Cl	nt	nt	1	nt	nt	17	-5	8
O=C(C1CCCC1)N1CC[C@@H]2[C@H]1c1cc(C#Cc3ccc(F)cc3)ccc1N[C@@H]2CO	0	0.0	nt	-23	2.3	nt	nt	10
CCc1nc2c(OCc3ccc(C(F)(F)F)cc3)cccn2c1N(C)C(=O)C1CC1	1	0.0	nt	-21	1.1	7	-1	0
O=C(Nc1cc(C(F)(F)F)ccc1N1CCOCC1)c1ccncc1	2	0.0	5	-10	5.2	-4	0	21
O=C(CSC1=NS(=O)(=O)c2cc(F)ccc2N1)Nc1cccc(F)c1	-1	0.3	-2	-1	2.6	1	2	37
COc1cc(OC)cc(C(=O)NC2CCSc3ccccc32)c1 (configuration not stated)	-4	0.2	-3	-27	-4.3	3	1	0
CC(=O)N1CC2(C1)[C@H](c1ccccc1)[C@@H](CO)N2C(=O)c1cnccn1	-3	0.0	nt	7	-1.0	nt	nt	0
Cc1noc(C)c1S(=O)(=O)Nc1ccc2c(c1)C(=O)N([C@H](C)CO)C[C@H](C)[C@@H](CN(C)S(=O)(=O)c1ccc(Cl)cc1)OCCCC[C@@H](C)O2	0	0.1	-3	-26	-0.4	-4	1	5
COc1cc(OC)cc(C(=O)NCC(=O)OCC(=O)NC(C)(C)C)c1	-1	-0.2	nt	4	nt	-3	1	17
CCCC(=O)NC(=S)Nc1cccc(NC(=O)c2ccccc2Cl)c1	nt	0.1	-3	nt	nt	-4	-2	-18

Compounds above containing fluorine (seven):
SMILES	ERAP1 inh	XiGFP reactiv	ARNT TACC3 PPI	RAD52 anneal inh	CFTR F508del cor	esBAF inh	RAD54 inh	GSIS activator
CCCS(=O)(=O)NC(=O)C1(C)CCCN(C(=O)c2cccc(C(F)(F)F)c2)C1 (configuration not stated)	2	-0.1	nt	1	4.4	-8	14	12
COc1ccc(CCC(=O)NNC(=O)c2ccc(F)cc2)cc1	-4	0.1	-8	-1	0.9	-6	0	18
COc1ccc(CCN(C)CC(O)COC(c2ccc(F)cc2)c2ccc(F)cc2)cc1OC (configuration not stated)	-5	0.0	5	20	3.0	2	12	-48
O=C(C1CCCC1)N1CC[C@@H]2[C@H]1c1cc(C#Cc3ccc(F)cc3)ccc1N[C@@H]2CO	0	0.0	nt	-23	2.3	nt	nt	10
CCc1nc2c(OCc3ccc(C(F)(F)F)cc3)cccn2c1N(C)C(=O)C1CC1	1	0.0	nt	-21	1.1	7	-1	0
O=C(Nc1cc(C(F)(F)F)ccc1N1CCOCC1)c1ccncc1	2	0.0	5	-10	5.2	-4	0	21
O=C(CSC1=NS(=O)(=O)c2cc(F)ccc2N1)Nc1cccc(F)c1	-1	0.3	-2	-1	2.6	1	2	37
